Source: PubChem
NLRP3 yeast inh: NALP3 inflammasome inhibitors in reconstituted yeast, primary screen, luminescence, uHTS; Yeast reconstituted NLRP3/ASC/caspase-1, beta-gal luminescence, 24 h; inhibition, % at 10 µM; hit rate 0.39% among 330,000;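 active = inhibition of 50% or more; inactive = inhibition below 50%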;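 note: plate controls were induced DMSO wells for no effect and uninduced yeast grown without galactose for full effect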
NR3A LBD binder: binders of NR3A ligand-binding domain, primary screen, biophysical, differential scanning fluorimetry, uHTS; NR3A LBD differential scanning fluorimetry, Tm shift; 0% = protein alone, 100% = glycine-bound protein; Tm shift relative to glycine control, % at 25 µM; hit rate 2.5% among 340,000; AID 1259313, 2017;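 active = melting temperature shift of at least 10% of the positive control shift, at one fixed dose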
APJ agonist: agonists of human apelin receptor APJ, primary screen, CHO-K1 cells, PathHunter beta-arrestin, luminescence | activation, % at 20 µM | hit rate 0.11% among 330,000 | 0% DMSO wells, 100% apelin | AID 2520, 2010 | P35414;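 active = activation more than six SD over the plate average, tested at 20 µM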;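 note: 0% = DMSO alone and 100% = apelin-13 at 10 nM; some results filed as inactive read as strong as hits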
Target sequence (P35414 whole entry, looked up): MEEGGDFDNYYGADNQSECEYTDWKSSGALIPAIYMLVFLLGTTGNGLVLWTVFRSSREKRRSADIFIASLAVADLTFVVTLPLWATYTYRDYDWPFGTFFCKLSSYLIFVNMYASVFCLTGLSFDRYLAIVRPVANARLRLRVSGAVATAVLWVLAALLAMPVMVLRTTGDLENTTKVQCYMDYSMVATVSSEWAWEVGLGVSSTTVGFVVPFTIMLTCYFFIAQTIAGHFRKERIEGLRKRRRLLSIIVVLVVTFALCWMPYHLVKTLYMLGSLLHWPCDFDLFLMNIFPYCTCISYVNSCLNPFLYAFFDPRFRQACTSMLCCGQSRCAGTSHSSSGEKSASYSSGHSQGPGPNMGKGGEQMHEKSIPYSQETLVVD
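Test system – PathHunter CHO-K1 APJ (AGTRL-1) beta-arrestin reporter cells · Input – 1000 cells/well · Compound – single test compound dose, 20 µM final, 1% DMSO · Times – compound stimulation 90 min at 25 °C, detection 60 min · Technique – beta-gal luminescence · Read-out basis – APJ–arrestin association signal · Control set – negative DMSO alone, positive Apelin-13 at 10 nM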
TIM10 inh: growth inhibitors of isogenic TIM10 control yeast, primary screen, counter-screen for tim10-1 yeast inhibitor project, luminescence, uHTS; S. cerevisiae TIM10 strain growth, BacTiter-Glo luminescence, 24 h; inhibition, % at 10 µM; hit rate 1.4% among 330,000;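 active = inhibition of 40% or more at the single tested concentration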;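 note: wild-type TIM10 isogenic control strain grown at permissive 25 °C; 0% = DMSO yeast wells and 100% = minimal medium wells without yeast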
tim10-1 inh: growth inhibitors of tim10-1 mutant yeast, primary screen, luminescence, uHTS; inhibition, % at 20 µM; hit rate 2.2% among 330,000; S. cerevisiae tim10-1 ts strain growth, BacTiter-Glo, 24 h;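 active = inhibition of at least 40%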;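 note: mutant grown at 25 °C; 0% = DMSO wells with yeast and 100% = wells holding no yeast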
UPR XBP1 act: activators of adaptive XBP1 UPR arm, primary screen, cell-based, CHO-XBP1 luciferase reporter, luminescence, uHTS; IRE1-XBP1 UPR activation; percent of tunicamycin response, DMSO as zero; activation, % at 20 µM; hit rate 0.33% among 330,000;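 active = versus positive control, 20 µM dose yields 30% or more activation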;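 note: 100% = tunicamycin at 10 µg/mL and 0% = DMSO only wells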
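Material: CHO-XBP1 cells stably carrying IRE1-XBP1-driven luciferase reporter / Amount: 1000 cells per well / Compound: 20 µM, 1% DMSO / Times: 6 h treatment, 37 °C / Detection: luciferase luminescence / Measure: % activation of reporter signal versus tunicamycin and DMSO controls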
UPR CHOP act: activators of apoptotic CHOP UPR arm, primary screen, cell-based, CHO-CHOP luciferase reporter, luminescence, uHTS; UPR activation; percent of tunicamycin response over DMSO baseline; activation, % at 10 µM; hit rate 0.34% among 330,000; AID 449763, 2010;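 active = at 10 µM dose, activation of 40% or more, normalized to positive control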;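 note: 100% = tunicamycin at 10 µg/mL and 0% = DMSO alone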
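Test system: CHO CHOP reporter cells. Input: 500 CHO-CHOP cells per well. Medium: F12 with 10% FBS. Technique: luciferase luminescence. Measure: percent activation relative to tunicamycin control. Dosing: 10 µM compound, 0.5% DMSO. Timing: 16-18 h cell attachment, then 6 h compound exposure, 37 °C.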
tim23-1 inh: growth inhibitors of tim23-1 mutant yeast, primary screen, luminescence, uHTS | inhibition, % at 20 µM | hit rate 1.3% among 330,000 | S. cerevisiae tim23-1 growth, BacTiter-Glo luminescence, 24 h;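 active = growth inhibition of the mutant yeast at or above 50%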;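 note: temperature-sensitive mutant grown at 25 °C; plate controls were DMSO-treated mutant yeast for no effect and medium wells lacking yeast for full effect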
Mdm2 MdmX PPI: inhibitors of human Mdm2-MdmX association, primary screen, cell-based, luminescence, split luciferase, SaOS-2, uHTS. hit rate 3% among 330,000. inhibition, % at 8 µM. SaOS-2 split-luciferase Mdm2/MdmX complementation. Protein Mdm4 (Homo sapiens) + E3 ubiquitin-protein ligase Mdm2 (Homo sapiens), …. AID 485346, 2010;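 active = inhibition of at least 50% at 8 µM in the primary screen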
* = called active by the depositor.

1. Cc1ccc(OCCC(=O)OCC(=O)NC(=O)NC2CCCCC2)cc1
2. CN(C)S(=O)(=O)c1cccc(NC(=O)c2ccc(Sc3nncn3C)c([N+](=O)[O-])c2)c1
3. COc1ccc(CCN(C)C2CC(=O)N(c3ccccc3)C2=O)cc1OC (centres undefined)
4. O=C(CSc1nnc(CNC(=O)c2ccco2)o1)Nc1cccc(F)c1
5. O=C(C1CC(=O)N(c2ccc3c(c2)OCCO3)C1)N1CCCC(C(F)(F)F)C1 (centres undefined)
6. Cc1cc(NC(=O)CCC(=O)N(Cc2ccccc2)C(C(=O)NC2CCCC2)c2ccco2)no1 (centres undefined)
7. CCN1C(=O)/C(=C2\SC(=S)N(NC(=O)c3cccnc3)C2=O)c2ccccc21
8. Cc1ccc(CN(CC(=O)NC2CCCCC2)C(=O)c2csnn2)cc1

Compound,1,2,3,4,5,6,7,8
NLRP3 yeast inh,14,7,4,8,3,16,26,12
NR3A LBD binder,1,-4,0,1,3,0,-3,1
APJ agonist,0,8,-5,0,-5,-4,0,-1
TIM10 inh,12,-17,19,3,2,-14,9,19
tim10-1 inh,31,-1,23,-4,14,10,9,11
UPR XBP1 act,0,1,0,-4,1,0,0,4
UPR CHOP act,-1.8,0.4,-0.1,-0.7,0.1,0.0,4.2,1.3
tim23-1 inh,34,-9,33,0,3,9,2,9
Mdm2 MdmX PPI,10,4,19,1,14,10,5,16

Entries 1 to 8, quoted:
1. Cc1ccc(OCCC(=O)OCC(=O)NC(=O)NC2CCCCC2)cc1
2. CN(C)S(=O)(=O)c1cccc(NC(=O)c2ccc(Sc3nncn3C)c([N+](=O)[O-])c2)c1
3. COc1ccc(CCN(C)C2CC(=O)N(c3ccccc3)C2=O)cc1OC (centres undefined)
4. O=C(CSc1nnc(CNC(=O)c2ccco2)o1)Nc1cccc(F)c1
5. O=C(C1CC(=O)N(c2ccc3c(c2)OCCO3)C1)N1CCCC(C(F)(F)F)C1 (centres undefined)
6. Cc1cc(NC(=O)CCC(=O)N(Cc2ccccc2)C(C(=O)NC2CCCC2)c2ccco2)no1 (centres undefined)
7. CCN1C(=O)/C(=C2\SC(=S)N(NC(=O)c3cccnc3)C2=O)c2ccccc21
8. Cc1ccc(CN(CC(=O)NC2CCCCC2)C(=O)c2csnn2)cc1

Compound,1,2,3,4,5,6,7,8
NLRP3 yeast inh,14,7,4,8,3,16,26,12
NR3A LBD binder,1,-4,0,1,3,0,-3,1
APJ agonist,0,8,-5,0,-5,-4,0,-1
TIM10 inh,12,-17,19,3,2,-14,9,19
tim10-1 inh,31,-1,23,-4,14,10,9,11
UPR XBP1 act,0,1,0,-4,1,0,0,4
UPR CHOP act,-1.8,0.4,-0.1,-0.7,0.1,0.0,4.2,1.3
tim23-1 inh,34,-9,33,0,3,9,2,9
Mdm2 MdmX PPI,10,4,19,1,14,10,5,16

Other compounds follow:
9. CCNC(=O)NS(=O)(=O)c1cnccc1Nc1cccc(Cl)c1
10. COC(=O)c1cnc(N2CCCN(S(=O)(=O)c3ccccc3)CC2)nc1C(F)(F)F
11. CCOC(=O)N1CCN(Cc2cn[nH]c2-c2ccc(-c3ccccc3)cc2)CC1
12. O=[N+]([O-])c1cccc(-c2ccc(CN3CCN(c4ccccc4)CC3)o2)c1
13. C#CCOCCOCCOCCNc1nc(N2CCN(C(=O)CCCCCCCCCCNC(=O)[C@@H]([C@H](C)O)n3cc(C)nn3)CC2)nc(N2CCN(C(=O)CCCCCCCCCCNC(=O)[C@@H]([C@H](C)O)n3cc(C)nn3)CC2)n1
14. CN(CC(=O)Nc1ccccc1Br)C(=O)c1cccc(S(=O)(=O)NCc2ccccc2)c1
15. O=C(NCCC1=CCCCC1)C1CCN(C(=O)Cc2ccccc2)CC1
16. CCOc1ccc(NC(=O)CCCCCN2C(=O)[C@@H]3Cc4ccccc4CN3C2=O)cc1

Compound,9,10,11,12,13,14,15,16
NLRP3 yeast inh,-12,12,-7,34,15,18,5,16
NR3A LBD binder,1,0,2,-8,-5,1,-1,-1
APJ agonist,-4,0,0,5,1,11,-3,-1
TIM10 inh,-2,4,19,2,7,22,2,-4
tim10-1 inh,10,25,39,19,28,7,22,17
UPR XBP1 act,-2,-1,2,-4,-1,-3,1,-4
UPR CHOP act,-3.5,-0.7,0.6,-1.7,-1.7,0.0,-1.3,0.3
tim23-1 inh,3,28,26,20,25,26,9,4
Mdm2 MdmX PPI,4,6,-15,14,27,6,-11,19

17. Cc1cccc(N2CCN(c3nnnn3-c3ccccc3)CC2C)c1 (centres undefined)
18. CN(/N=C/c1cc(Cl)ccc1O)C1=NS(=O)(=O)c2ccccc21
19. O=S(=O)(c1ccc(Br)cc1)N1CCCC1c1nc2ccccc2s1 (centres undefined)
20. CCC(NC(=O)Nc1nccs1)(C(F)(F)F)C(F)(F)F
21. Cc1cccc(N2CCN(C(=O)c3ccc(Cl)c(S(=O)(=O)NCc4ccco4)c3)CC2)c1C
22. COc1ccc2cc(-c3ccccc3)ncc2c1
23. COc1cc(OC)cc(OC(=O)C2CCN(C(=O)c3ccc(F)cc3)CC2)c1
24. COc1ccc(-c2c(S(=O)(=O)c3ccccc3)cnn2-c2ccccc2)cc1

Compound,17,18,19,20,21,22,23,24
NLRP3 yeast inh,21,9,9,5,11,47,13,-8
NR3A LBD binder,3,12*,3,1,2,-2,4,-3
APJ agonist,-1,-1,2,-2,-4,-2,-2,-3
TIM10 inh,9,7,17,-4,50*,-5,-1,16
tim10-1 inh,26,-3,31,-1,45*,-20,10,35
UPR XBP1 act,-2,-1,0,-4,-2,-4,-1,-2
UPR CHOP act,0.8,-0.8,-1.9,-2.2,-1.8,-0.2,-0.7,1.3
tim23-1 inh,21,4,33,3,44,8,4,27
Mdm2 MdmX PPI,5,8,8,2,70*,-127,1,24

25. CNc1ccccc1C(=O)OCC(=O)N1CCN(c2ccc(OC)cc2)CC1
26. c1cc2nc(C34CC5CC(CC(C5)C3)C4)[nH]c2cn1
27. COCCNC(=O)C(c1ccc(C)cc1)N(C(=O)CCC(=O)Nc1ccccn1)c1ccc(C)cc1 (centres undefined)
28. CCc1ccc(N(CC(=O)NCc2ccco2)C(=O)CCC(=O)Nc2nccs2)cc1
29. CCOC(=O)c1ccc(NC(=O)C(C)NS(=O)(=O)c2ccc(OC)cc2)cc1 (centres undefined)
30. COc1ccc(NC2CCCN(C(=O)CCc3scnc3C)C2)cc1 (centres undefined)
31. CN(CC(=O)Nc1ccc2c(c1)OCO2)CC(=O)Nc1ccc(F)c(F)c1F
32. Cc1nc2sccc2c(=O)n1-c1cccc(Cl)c1

Compound,25,26,27,28,29,30,31,32
NLRP3 yeast inh,26,6,17,15,7,10,3,6
NR3A LBD binder,-3,-1,-2,-6,-3,14*,3,0
APJ agonist,1,-3,0,-1,-3,-2,0,-4
TIM10 inh,8,3,2,7,2,10,8,-3
tim10-1 inh,27,15,-6,-14,29,7,7,7
UPR XBP1 act,-1,-1,-3,-3,0,-3,2,5
UPR CHOP act,1.4,-0.8,0.0,2.5,-0.2,-0.4,1.1,0.4
tim23-1 inh,14,17,5,-1,17,13,15,1
Mdm2 MdmX PPI,-8,11,-22,33,4,-3,-12,-16

33. N#Cc1ccc(-c2nc3ccccc3nc2-c2ccccc2)cc1C#N
34. CC(=O)Nc1ccc(C(=O)COC(=O)CCc2ccccc2)c(F)c1
35. Cc1ccc(S(=O)(=O)C2CS(=O)(=O)CC2O)cc1 (centres undefined)
36. Cc1nn(-c2ccc(F)cc2)c(Cl)c1/C=C/C(=O)OCC(=O)Nc1c(F)c(F)c(F)c(F)c1F
37. COc1ccc(-c2csc(Nc3ccc(O)cc3)n2)cc1
38. CN(C)CCN(Cc1ccco1)S(=O)(=O)c1csc(C(N)=O)c1
39. COc1ccccc1NS(=O)(=O)c1ccc(Cl)cc1
40. O=C(NCC(=O)N(c1ccc(F)cc1)C(C(=O)NC1CCCC1)c1cccnc1)c1ccco1 (centres undefined)

Compound,33,34,35,36,37,38,39,40
NLRP3 yeast inh,6,16,3,1,24,7,-34,8
NR3A LBD binder,-2,1,1,4,9,2,0,6
APJ agonist,0,-1,-1,-3,5,-2,-5,1
TIM10 inh,-16,18,-9,-5,29,2,3,-6
tim10-1 inh,8,-8,-9,21,22,7,27,14
UPR XBP1 act,0,1,-1,2,17,-3,2,-3
UPR CHOP act,4.8,-1.6,-0.1,-1.6,30,-0.2,4.1,1.6
tim23-1 inh,-4,31,-9,-10,29,7,25,4
Mdm2 MdmX PPI,-11,6,23,49,-140,14,-20,4

41. C/C(=N/NC(=O)c1nnn(-c2nonc2N)c1COc1ccccc1)c1ccccc1Cl
42. COc1cccc(-n2c(C)nnc2SCC#N)c1
43. O=C(CN(Cc1ccccc1F)S(=O)(=O)c1ccc(Cl)cc1)NCCC1=CCCCC1
44. COC(=O)c1c(-c2ccc(OC)cc2)oc2ccc(-c3ccc(OC)nc3)cc12
45. COCCn1c(Cc2cccn2C)nnc1SCC(=O)Nc1nccs1
46. COc1ccc(C(=O)NCC(=O)N/N=C/c2ccc(C)o2)cc1OC
47. COc1ccc(OCc2cc(C(=O)NC(C)Cc3ccccn3)no2)c(Cl)c1 (centres undefined)
48. CCCN=C(N)/C(C(=O)OCC)=C(\O)c1ccc(OC)cc1
49. CC(C)(C)NC(=O)NC(=O)CN1CCN(c2ccccc2)CC1
50. Cc1ccc(CCNC(=O)C23CN(Cc4ccccc4)CC2C(c2cccc([N+](=O)[O-])c2)=NO3)cc1 (centres undefined)

Compound,41,42,43,44,45,46,47,48,49,50
NLRP3 yeast inh,12,15,26,14,-8,10,19,17,14,15
NR3A LBD binder,-5,2,2,0,-1,1,4,-2,-2,0
APJ agonist,-1,-4,0,-2,0,-8,-1,2,-3,-1
TIM10 inh,2,0,-4,-1,-5,9,21,-3,6,16
tim10-1 inh,28,-9,23,2,6,13,33,8,-5,12
UPR XBP1 act,-1,-4,0,-4,0,-4,-1,1,4,-4
UPR CHOP act,-1.5,-0.8,-2.3,-0.5,-2.9,0.6,1.4,-0.4,-0.2,-2.8
tim23-1 inh,21,4,11,2,18,7,23,19,7,30
Mdm2 MdmX PPI,25,-3,20,82*,-18,24,-9,1,13,9
